Source: PubChem (several laboratories)
MC4R antagonist – blocks human MC4R cAMP signaling | MC4R-expressing cells, MTII-stimulated cAMP, LANCE TR-FRET | AID 540295 | inhibition, % at 6.5 µM | actives 0.48% (n = 360,000);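 active = inhibition above its plate's cutoff, the mean of tested wells on that plate plus 3 SD, cut at about 29% in these data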;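 note: 0% = Melanotan II alone and 100% = Melanotan II plus saturating MCL0020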
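material = U2OS cells stably expressing human melanocortin 4 receptor (MC4R) | also added = Melanotan II challenge | dosing = single nominal compound dose of 6.5 µM | detection = TR-FRET with Eu-cAMP and labeled anti-cAMP, 671 nm | replication = singlicate | timing = compound 30 min, challenge 1 h, detection 1 h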
ABHD5 PLIN5 PPI – inhibitors of human ABHD5-perilipin-5 interaction; actives 0.78% (n = 360,000); inhibition, % at 4 µM; Split G. princeps luciferase complementation, luminescence, 4 h; Q00G26+Q8WTS1;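 active = inhibition above the mean inhibition across every tested compound plus 3 SD, cut at about 22% in these data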;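 note: 0% = DMSO only wells and the 100% control is not disclosed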
MC4R barr agon – activates human MC4R beta-arrestin recruitment; activation, % at 8.9 µM; actives 0.98% (n = 360,000); U2OS MC4R beta-arrestin complementation, luminescence; percent of melanotan II response, DMSO zero;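 active = activation above a per-plate cutoff, the mean activation of sample wells on that plate plus 3 SD, cut at about 8% in these data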
aDG glyco act – alpha-DG glycosylation activation. Pro5-aDG cells, alpha-DG glycosylation AlphaScreen (IIH6); 0% Pro5, 100% B10-LARGE cell signal. activation, % at 10 µM. actives 0.22% (n = 360,000). AID 624168;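 active = activation of at least 8% versus controls, or a plate z-score of at least 8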;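 note: Pro5 are CHO cells carrying HIG-tagged alpha-DG that lacks glycosylation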
Vif imaging – inhibitors of HIV Vif; actives 0.35% (n = 340,000); AID 602346; HEK293T cells, Vif self-association by quenched fluorescence, imaging, 24 h; inhibition, % at 7.49 µM; in the data active = inhibition above about 50%, passing the limit was not always enough; note: some results filed as inactive read as strong as hits
TLR9-MyD88 block – inhibitors of human TLR9-MyD88 binding. Q9NR96+Q99836. CHO BLA complementation TLR9-MyD88, CCF4 FRET ratio. inhibition, % at 4.98 µM. actives 0.21% (n = 340,000);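 active = inhibition above the mean over all tested compounds plus 3 SD, cut at about 21% in these data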;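 note: 0% = DMSO only wells and 100% = clavulanate BLA inhibitor control wells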
Target sequence (Q99836 whole entry, looked up): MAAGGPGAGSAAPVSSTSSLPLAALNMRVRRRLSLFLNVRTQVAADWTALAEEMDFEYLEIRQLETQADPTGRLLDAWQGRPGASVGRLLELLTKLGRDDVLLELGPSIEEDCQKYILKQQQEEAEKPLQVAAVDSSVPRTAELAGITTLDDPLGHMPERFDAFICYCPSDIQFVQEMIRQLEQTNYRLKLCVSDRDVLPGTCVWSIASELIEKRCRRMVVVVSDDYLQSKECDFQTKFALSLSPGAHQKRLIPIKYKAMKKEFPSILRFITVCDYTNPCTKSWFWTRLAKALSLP
Target sequence (Q9NR96 whole entry, looked up): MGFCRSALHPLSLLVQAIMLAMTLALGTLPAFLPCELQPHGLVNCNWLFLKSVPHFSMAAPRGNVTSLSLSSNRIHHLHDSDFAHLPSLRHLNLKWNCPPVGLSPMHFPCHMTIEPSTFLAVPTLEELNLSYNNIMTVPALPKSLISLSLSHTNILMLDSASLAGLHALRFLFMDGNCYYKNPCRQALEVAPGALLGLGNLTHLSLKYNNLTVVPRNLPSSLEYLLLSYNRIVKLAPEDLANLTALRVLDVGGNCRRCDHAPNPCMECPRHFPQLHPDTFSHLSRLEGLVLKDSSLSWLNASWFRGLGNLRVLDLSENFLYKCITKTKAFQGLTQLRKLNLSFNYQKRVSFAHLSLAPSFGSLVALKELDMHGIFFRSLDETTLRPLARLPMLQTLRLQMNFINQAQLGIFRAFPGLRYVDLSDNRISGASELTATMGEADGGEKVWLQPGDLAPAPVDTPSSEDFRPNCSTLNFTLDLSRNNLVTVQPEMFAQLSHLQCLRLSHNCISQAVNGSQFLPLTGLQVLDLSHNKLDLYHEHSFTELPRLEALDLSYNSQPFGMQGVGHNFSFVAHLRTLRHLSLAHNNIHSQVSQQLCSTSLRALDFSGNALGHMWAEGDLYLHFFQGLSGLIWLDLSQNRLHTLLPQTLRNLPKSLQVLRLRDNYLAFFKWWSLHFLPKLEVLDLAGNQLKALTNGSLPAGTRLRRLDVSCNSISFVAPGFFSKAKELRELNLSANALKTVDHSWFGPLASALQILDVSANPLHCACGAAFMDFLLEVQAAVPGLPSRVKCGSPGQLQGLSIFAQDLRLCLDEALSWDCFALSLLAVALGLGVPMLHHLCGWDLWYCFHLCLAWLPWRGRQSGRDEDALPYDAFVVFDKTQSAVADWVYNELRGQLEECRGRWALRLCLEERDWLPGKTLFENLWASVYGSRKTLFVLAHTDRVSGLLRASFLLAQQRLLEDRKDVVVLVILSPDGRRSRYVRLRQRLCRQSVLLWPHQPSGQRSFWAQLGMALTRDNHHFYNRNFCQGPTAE
NOD2-RIPK2 inh – blocks binding of human NOD2 to RIPK2; inhibition, % at 4.98 µM; CHO BLA complementation NOD2-RIPK2, CCF4 ratio; actives 0.38% (n = 360,000); O43353; in the data active = inhibition above about 21%;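 note: 0% = vehicle only and 100% = reference blocker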
Exocytosis inh – lytic granule exocytosis inhibition; inhibition, % at 10 µM; actives 0.66% (n = 360,000); TALL-104 LAMP-1 surface exposure, flow cytometry; cells stimulated with thapsigargin and PMA;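 active = inhibition above about 55%, limit read from the data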
N-glyco inh – N-linked glycosylation inhibition; D54 ERlucT glycosylation luciferase reporter, 24 h; percent of 100 nM tunicamycin response; reporter increase, % at 12.5 µM; actives 0.23% (n = 360,000); AID 588692;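 active = mean luciferase reporter signal, scaled so untreated is 0 and the glycosylation-blocking control 100, at or above a set limit in every replicate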;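 note: luciferase carries N-glycosylation sites so blocking glycosylation raises the light; 0% = median of neutral control wells and 100% = median of 100 nM tunicamycin wells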
ABCB6 inh MLPCN – inhibitors of human ABC transporter ABCB6 | Q9NP58 | K562-ABCB6 porphyrin accumulation, flow cytometry, 1 h; stronger effect = lower value | fluorescence ratio to DMSO, % at 10 µM | actives 0.19% (n = 360,000) | AID 602162;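 active = fluorescence ratio to DMSO below 75%, the collection mean minus 3 SD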;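 note: signal is porphyrin accumulated inside mitochondria; 100% equals median channel fluorescence of DMSO control wells; lower ratio means ABCB6 inhibition with less porphyrin fluorescence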
The depositor's hits bear a star; nt = not tested or not shown. Only part of the results is shown (hit frequency here may not be typical).

Structure | MC4R antagonist | ABHD5 PLIN5 PPI | MC4R barr agon | aDG glyco act | Vif imaging | TLR9-MyD88 block | NOD2-RIPK2 inh | Exocytosis inh | N-glyco inh | ABCB6 inh MLPCN
CCCCNC(=S)N1CCN(c2nc3ccccc3s2)CC1 | 1 | 1 | -1.9 | 1.0 | 22 | 7 | -8 | 7 | 0 | 98
COc1ccc(C(CNC(=O)c2oc3ccc(C)cc3c2C)N2CCCCC2)cc1 (stereo unspecified) | 1 | -4 | -1.3 | 0.1 | -16 | -3 | -3 | 11 | -6 | 92
CN(C(=O)c1nn(C)c2c1CSc1ccccc1-2)c1ccc(F)cc1 | 2 | -2 | -3.0 | 0.0 | 1 | 5 | 7 | 3 | -1 | 103
CC(C)C(NS(=O)(=O)c1ccccc1)C(=O)N1CCCC1 (stereo unspecified) | 13 | 6 | 0.0 | -0.1 | 5 | 0 | -3 | -2 | 1 | 97
c1ccc2c(C3=NNC(=NC4CC4)SC3)c[nH]c2c1 | 17 | -5 | 0.8 | 0.0 | -5 | 3 | -9 | 0 | -19 | 114
O=C(COC(=O)c1cccnc1Nc1cccc(C(F)(F)F)c1)NCc1ccc2c(c1)OCO2 | 3 | 1 | -0.7 | 0.0 | 4 | 1 | 7 | 0 | 1 | 99
CCN1CCN(S(=O)(=O)c2ccc(OC)c(NC(=O)c3ccccc3F)c2)CC1 | -6 | 0 | 0.1 | -0.1 | -5 | -2 | 4 | 0 | 6 | 99
CCCCN(C)CCNC(=O)c1nn(-c2ccc(OC)cc2)c(=O)c2c1c1ccccc1n2C | 3 | 0 | -2.0 | 1.9 | -10 | 7 | 7 | 29 | -3 | 96
O=S1(=O)N=C(N(CCO)/N=C/c2ccncc2)c2ccccc21 | 1 | 1 | 0.0 | 0.1 | 8 | -8 | -7 | 1 | 1 | 105
CCN(CC)CCCNC(=O)CCC(=O)NNc1nc2ccccc2c2nc(C)nn12 | -2 | 5 | -2.5 | 0.0 | nt | -3 | 2 | -3 | 0 | 101
CCC1Oc2ccccc2N(CC(=O)NCCCN2CCCC2)C1=O (stereo unspecified) | -3 | -2 | -1.4 | -0.1 | -4 | -6 | -2 | -2 | 1 | 104
Cc1cc(C)cc(-c2nnc(SCC(=O)N3CCN(C(=O)c4ccco4)CC3)o2)c1 | 22 | 4 | -1.8 | 0.0 | -1 | -1 | 2 | 4 | 1 | 104
CCc1ccc(CN2CC(C(=O)O)CC2=O)cc1 (stereo unspecified) | 20 | -9 | -0.8 | 0.1 | nt | -1 | -26 | 8 | 2 | 101
CCCNC(=O)C1(C)CCCN(C/C=C/c2ccccc2)C1 (stereo unspecified) | -4 | 2 | -1.2 | 0.0 | -10 | nt | -14 | -4 | -2 | 90
c1ccc2c(C[n+]3csc4ccccc43)cccc2c1 | 6 | -15 | -2.6 | -0.1 | 2 | 6 | 3 | 44 | -1 | 95
COc1cccc(CNCc2cccnc2)c1OCc1ccccc1 | 16 | 2 | -2.5 | -0.1 | -2 | -2 | -2 | 4 | 2 | 96
COC(=O)c1c(NC(=O)CCCC(=O)O)sc2c1CCC2 | 4 | -1 | -1.0 | -0.1 | 3 | -7 | -8 | -3 | 1 | 96
CCOC(=O)CNC(=O)Cn1c(C)cc2ccccc2c1=O | 6 | 2 | -0.9 | 0.0 | nt | -12 | -2 | -2 | 4 | 100
O=C1CC(c2nc3ccccc3[nH]2)CN1c1ccccc1 (stereo unspecified) | 6 | -1 | -1.3 | -0.1 | 28 | -7 | -7 | 1 | 0 | 99
O=C(O)CCc1ccc(-c2cccs2)n1NC(=O)c1cccs1 | 16 | 4 | -0.1 | 0.1 | -6 | 7 | -6 | -3 | 1 | 91
C[C@@H]1CN([C@H](C)CO)C(=O)CCCn2nncc2CO[C@@H]1CN(C)C(=O)CCC(F)(F)F | 2 | 11 | 0.9 | 7.3* | 3 | 1 | -6 | 2 | -3 | 100
CCN(CC)CCN(C)C(=O)c1ccc(OC2CCN(C(=O)C3CC3)CC2)cc1 | 0 | -1 | -0.7 | 0.0 | -5 | -5 | 4 | 2 | 3 | 100
Cc1cc(-c2ccccc2)n(-c2ccc(C(=O)NC(C)C)cc2)n1 | 4 | 1 | -1.7 | 0.2 | -8 | -5 | 2 | -1 | -3 | 104
CC(=O)Nc1ccc(-c2nc3cc(Cl)ccc3o2)cc1 | 12 | -5 | -1.1 | -0.1 | -5 | -5 | 0 | 8 | -11 | 100
Cc1cccc(NS(=O)(=O)c2ccc(C)c(C(=O)NCC(c3cccs3)N(C)C)c2)c1 (stereo unspecified) | 8 | -1 | -2.9 | 0.5 | nt | -8 | 8 | -2 | -1 | 100
COc1ccc(NC(=O)CCNS(=O)(=O)c2cc(Br)cnc2N)c(OC)c1 | 2 | -3 | 0.2 | 0.2 | 11 | 12 | 1 | 2 | -2 | 99
COc1ccc(-c2c3c(=O)n(C)c(=O)n(C)c3cn2-c2ccc(O)cc2)cc1 | 9 | -5 | -1.1 | -0.1 | -2 | 3 | 2 | 17 | 0 | 102
CC(C)OCCCn1c(=O)c2ccccc2n2c(CCC(=O)N3CCN(c4ccccn4)CC3)nnc12 | 11 | 13 | -2.0 | -0.4 | 2 | 5 | -4 | 6 | 3 | 95
O=C(CN1CCN(c2ccccc2)CC1)c1c[nH]c2ccccc12 | 4 | -14 | -0.2 | 0.0 | 11 | 3 | -2 | 7 | 1 | 111
O=C(NC1CCCC1)c1c(O)nc2sccn2c1=O | -5 | -1 | -3.4 | -0.1 | 7 | -5 | 1 | 0 | -1 | 97

6 records drawn at random from the list so far, as already listed:
Structure | MC4R antagonist | ABHD5 PLIN5 PPI | MC4R barr agon | aDG glyco act | Vif imaging | TLR9-MyD88 block | NOD2-RIPK2 inh | Exocytosis inh | N-glyco inh | ABCB6 inh MLPCN
COc1ccc(NC(=O)CCNS(=O)(=O)c2cc(Br)cnc2N)c(OC)c1 | 2 | -3 | 0.2 | 0.2 | 11 | 12 | 1 | 2 | -2 | 99
O=S1(=O)N=C(N(CCO)/N=C/c2ccncc2)c2ccccc21 | 1 | 1 | 0.0 | 0.1 | 8 | -8 | -7 | 1 | 1 | 105
CC(C)C(NS(=O)(=O)c1ccccc1)C(=O)N1CCCC1 (stereo unspecified) | 13 | 6 | 0.0 | -0.1 | 5 | 0 | -3 | -2 | 1 | 97
CN(C(=O)c1nn(C)c2c1CSc1ccccc1-2)c1ccc(F)cc1 | 2 | -2 | -3.0 | 0.0 | 1 | 5 | 7 | 3 | -1 | 103
CCCCNC(=S)N1CCN(c2nc3ccccc3s2)CC1 | 1 | 1 | -1.9 | 1.0 | 22 | 7 | -8 | 7 | 0 | 98
CCN(CC)CCCNC(=O)CCC(=O)NNc1nc2ccccc2c2nc(C)nn12 | -2 | 5 | -2.5 | 0.0 | nt | -3 | 2 | -3 | 0 | 101

Carrying on.
Structure | MC4R antagonist | ABHD5 PLIN5 PPI | MC4R barr agon | aDG glyco act | Vif imaging | TLR9-MyD88 block | NOD2-RIPK2 inh | Exocytosis inh | N-glyco inh | ABCB6 inh MLPCN
COc1ccc2[nH]cc(CCN3C(=O)c4ccc(C(=O)O)cc4C3=O)c2c1 | 6 | -11 | -2.0 | 0.1 | -5 | 1 | -2 | -5 | 2 | 102
Cc1nnc(SCC(=O)NCc2ccc(F)cc2)[nH]c1=O | 17 | 0 | -0.3 | -0.2 | nt | -6 | -8 | 0 | 1 | 105
COc1ccc(CN2CCCC(CNC(=O)c3ccc(F)cc3)C2)c(F)c1 (stereo unspecified) | 5 | 1 | -3.3 | 0.1 | 0 | 5 | 3 | 1 | -1 | 95
O=C1CC(NS(=O)(=O)c2ccccc2F)CN1c1ccc2c(c1)OCCO2 (stereo unspecified) | 13 | -9 | -2.6 | -0.1 | 3 | -8 | 1 | -12 | -2 | 94
CC(=O)c1cccc(CN(C)CC2CCCN(CCc3ccccc3C)C2)c1 (stereo unspecified) | 17 | 4 | -0.4 | -0.2 | 2 | -16 | 1 | 35 | -2 | 93
CSc1ncccc1C(=O)NC1CCCCCC1 | 15 | 1 | -3.1 | -0.3 | 7 | 2 | 2 | 2 | 0 | 110
Cc1ccc(OCC(=O)NCCNC(=O)c2ccncc2)cc1C | 1 | 2 | -2.8 | 0.2 | 22 | -8 | 2 | 5 | 3 | 101
Cc1ccc(OCc2nnc(SCC(=O)Nc3cccc4ccccc34)n2-c2ccccc2)cc1 | 12 | -5 | -1.2 | 0.3 | -1 | -2 | 2 | -2 | -6 | 90
Cc1cc(C)c(S(=O)(=O)N2CCN(C(=O)N(C)C)CC2)c(C)c1 | 4 | 3 | -2.1 | -0.1 | -11 | nt | -8 | 0 | 2 | 98
O=C(COC(=O)CCSc1ccccc1Cl)Nc1ccc(F)cc1F | 1 | -1 | -0.1 | 0.0 | -5 | -10 | 15 | 1 | 4 | 96
COc1ccc(CN=Cc2c(C(F)(F)F)[nH][nH]c2=O)cc1 | 15 | -6 | 0.8 | -0.1 | 2 | -12 | -4 | 2 | 2 | 99
COCCCN1C(=O)c2ccc(C(=O)O)cc2C1=O | 8 | 2 | -0.2 | -0.2 | 12 | -1 | -4 | -4 | 2 | 94
CC1(C(=O)NS(=O)(=O)c2cccc(C#N)c2)CCN1C(=O)CC1CC1 (stereo unspecified) | 12 | 4 | -1.4 | -0.4 | -1 | nt | 0 | 1 | 2 | 100
O=C(C(=O)N1CCN(C(=O)c2ccco2)CC1)c1c[nH]c2ccccc12 | 3 | -3 | -0.4 | -0.3 | nt | 7 | -13 | 3 | 0 | 104
COc1ccc(-c2cc(C(=O)N3CCCCC3)no2)cc1OC | 2 | 0 | -2.6 | -0.3 | 0 | 1 | -9 | -4 | 2 | 92
CCc1ccccc1NC(=O)CC1S/C(=N\c2nccs2)N(CC)C1=O (stereo unspecified) | 1 | -8 | -1.9 | 0.2 | 0 | 0 | 1 | 2 | 1 | 95
N#CC12COC3(CCCCC3C1(C#N)C#N)OC2=N (stereo unspecified) | 10 | 2 | -0.7 | 0.1 | -2 | 1 | 8 | -4 | 3 | 96
O=C(CN1C(=O)COc2ccc(Cl)cc21)Nc1nccs1 | 3 | 0 | -0.1 | -0.1 | 1 | -3 | -7 | 3 | -1 | 99
COc1ccc(OC)c(NC(=O)CSc2nc(O)cc(=O)n2CC(C)C)c1 | 7 | -4 | -1.7 | 0.1 | -7 | -5 | -11 | 0 | 3 | 103

Printed as active in aDG glyco act, among the entries above:
Structure | MC4R antagonist | ABHD5 PLIN5 PPI | MC4R barr agon | aDG glyco act | Vif imaging | TLR9-MyD88 block | NOD2-RIPK2 inh | Exocytosis inh | N-glyco inh | ABCB6 inh MLPCN
C[C@@H]1CN([C@H](C)CO)C(=O)CCCn2nncc2CO[C@@H]1CN(C)C(=O)CCC(F)(F)F | 2 | 11 | 0.9 | 7.3* | 3 | 1 | -6 | 2 | -3 | 100
